# D1 potentiator: potentiators of human D1 dopamine receptor; P21728; HEK293 TREx D1 cells, calcium flux, dopamine EC20 potentiation; potentiation, % at 10 µM; 360,000 tested, 0.036% active; in the data active = potentiation above about 30%; note: 0% is about no effect
# TRHR ag: activates the human TRH receptor | P34981 | TRHR cells, calcium flux fluo-8, FDSS agonist mode | activation, % at 2 µM | 360,000 tested, 0.18% active | AID 493084; note: 0% is about no effect
#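 TRHR-expressing cells loaded with fluo-8 calcium dye; 23 nL library compound pin-transferred, kinetic FDSS fluorescence (Ex 480/Em 530) recorded about 180 s for agonist-induced calcium release, before a 10 nM TRH EC20 addition for potentiator mode.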
# D2 potentiator: positively modulates the human D2 dopamine receptor allosterically | AID 485347 | 340,000 tested, 0.34% active | P14416 | HEK293 T-REx D2, calcium flux, EC20 dopamine potentiation | potentiation, % at 10 µM;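 active = potentiation over 3 SD above the plate norm, cut at about 30% in these data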; note: 0% is about no effect
#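 Tetracycline-induced HEK293 T-REx cells force-coupled to calcium signalling expressed D2; compounds were pin-added after a 10 s baseline, read kinetically 180 s, then an EC20 dopamine challenge followed with a further 180 s calcium read.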
# TRHR enhancer: TRH receptor (human) allosteric enhancement; 360,000 tested, 0.66% active; AID 493056; enhancement, % at 2 µM; TRHR cells, fluo-8 calcium fluorescence, EC20 TRH enhancement; in the data active = enhancement above about 30%; note: 0% is about no effect
#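 TRHR-expressing cells loaded with fluo-8 calcium dye were read kinetically (ex 480/em 530) during compound addition, then stimulated with an EC20 of TRH (10 nM final). Enhancement of the Gq-mediated intracellular calcium response was scored.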
# D2 agonist: activates the human D2 dopamine receptor | HEK293 T-REx D2 cells, calcium flux agonist mode | activation, % at 2 µM | 340,000 tested, 0.53% active | AID 485358;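 active = activation over 3 SD above normal in the single-dose calcium agonist read, cut at about 30% in these data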; note: 0% is about no effect
#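 Tetracycline-induced HEK293 T-REx cells with force-coupled D2 receptor, plated overnight at 30 C, loaded with no-wash calcium dye. After a 10 s baseline, compound was pin-added and calcium flux read kinetically for 180 s; calcium rises flagged agonists.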
# D1 antagonist: antagonists of human D1 dopamine receptor; 360,000 tested, 3.2% active; HEK293 TREx D1 cells, calcium flux, dopamine EC80; hits give low values; activity change, negative = inhibition, % at 10 µM; P21728; in the data active = activity change below about -30%; note: % is set by controls: 0 for no effect and ±100 for the full control effect
#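 Antagonism measured as reduced calcium response to an EC80 dopamine addition following 180 s compound pre-read; cells were inducible HEK293 Trex D1 plated overnight at 30 C, read kinetically at 1 cycle/sec.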
# D1 agonist: activates the human D1 dopamine receptor | P21728 | HEK293 T-REx D1 cells, calcium flux, agonist mode | activation, % at 2 µM | 360,000 tested, 1% active; note: 0% is about no effect
#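 Tetracycline-induced HEK293 TREx D1 cells, force-coupled to calcium signalling, were dye-loaded with a no-wash calcium kit. Compound was pin-added after a 10 s baseline. Fluorescence was read kinetically at 1 cycle/s for 180 s, with calcium rises flagged as agonism.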
# RXFP1 antagonist: blocks the human relaxin receptor RXFP1 | activity change, negative = inhibition, % at 57.5 µM | HEK293-RXFP1, relaxin-stimulated cAMP HTRF, 30 min; hits give low values | Q9HBX9 | 350,000 tested, 0.59% active;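 active = activity change of -60% or lower, but not beyond a set lower limit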; note: % is set by controls: 0 for no effect and ±100 for the full control effect
# Target sequence (Q9HBX9 whole entry, looked up): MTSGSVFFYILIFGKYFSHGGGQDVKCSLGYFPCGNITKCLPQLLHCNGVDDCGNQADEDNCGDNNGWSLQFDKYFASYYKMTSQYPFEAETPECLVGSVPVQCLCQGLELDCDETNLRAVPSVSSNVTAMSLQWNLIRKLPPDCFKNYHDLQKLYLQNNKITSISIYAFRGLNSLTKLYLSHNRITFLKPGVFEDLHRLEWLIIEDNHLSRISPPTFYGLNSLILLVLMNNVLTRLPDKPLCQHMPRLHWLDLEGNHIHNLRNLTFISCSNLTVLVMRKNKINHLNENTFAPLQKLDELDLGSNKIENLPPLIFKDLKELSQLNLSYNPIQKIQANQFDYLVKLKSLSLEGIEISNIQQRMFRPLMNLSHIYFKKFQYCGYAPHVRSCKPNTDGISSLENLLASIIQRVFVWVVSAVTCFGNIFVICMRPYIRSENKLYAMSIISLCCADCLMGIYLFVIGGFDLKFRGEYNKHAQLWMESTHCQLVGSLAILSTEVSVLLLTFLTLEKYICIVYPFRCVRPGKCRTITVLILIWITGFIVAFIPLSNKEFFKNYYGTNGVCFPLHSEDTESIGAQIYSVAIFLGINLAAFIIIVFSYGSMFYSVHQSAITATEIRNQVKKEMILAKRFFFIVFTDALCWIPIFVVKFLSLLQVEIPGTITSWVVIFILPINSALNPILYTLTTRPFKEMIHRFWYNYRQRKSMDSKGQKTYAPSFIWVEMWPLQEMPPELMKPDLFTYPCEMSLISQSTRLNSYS
# D2 antag: antagonizes the human D2 dopamine receptor. HEK293 TREx D2 cells, calcium flux, dopamine EC80. 340,000 tested, 2% active. inhibition, % at 10 µM. P14416; in the data active = inhibition above about 30%; note: 0% is about no effect
#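 Overnight-induced (tetracycline, 30 C) HEK293 T-REx cells carrying force-coupled D2 receive a no-wash calcium dye, then compound, then EC80 dopamine at 180 s; signals are read kinetically throughout.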
# Starred values were filed as active, the others as inactive; · = not tested or not shown. Cut-off read from the data, not from the text of the source, unless noted: active = activation above about 30%; inactive = the rest.
# Start of the listing, in advance:
1	COC(=O)COc1cc(C)cc2oc(=O)c3c(c12)CCCC3
2	COc1ccc(N=Cc2c(O)n(C)c(=O)n(C)c2=O)cc1
Assay by compound,1,2
D1 potentiator,3.1,7.2
TRHR ag,-1.1,0.7
D2 potentiator,1.4,2.5
TRHR enhancer,-8.0,8.5
D2 agonist,-2.7,0.5
D1 antagonist,4.4,-7.4
D1 agonist,0.2,0.6
RXFP1 antagonist,-4.4,-0.6
D2 antag,-6.7,-13.7

# The list itself, previewed entries included:
1	COC(=O)COc1cc(C)cc2oc(=O)c3c(c12)CCCC3
2	COc1ccc(N=Cc2c(O)n(C)c(=O)n(C)c2=O)cc1
3	CCC(=NCc1cc(OC)cc(OC)c1)c1c(O)[nH]c(=O)[nH]c1=O
4	CNCCc1ccc(OC)c(OC)c1
5	CNCC(O)c1cccc(OC(=O)c2ccccc2C)c1 (configuration not stated)
Assay by compound,1,2,3,4,5
D1 potentiator,3.1,7.2,-10.9,1.7,9.4
TRHR ag,-1.1,0.7,-0.9,-0.2,0.2
D2 potentiator,1.4,2.5,6.9,18.7,8.2
TRHR enhancer,-8.0,8.5,9.0,0.1,17.3
D2 agonist,-2.7,0.5,4.7,-0.6,6.6
D1 antagonist,4.4,-7.4,-7.6,2.0,13.0
D1 agonist,0.2,0.6,0.8,3.9,11.1
RXFP1 antagonist,-4.4,-0.6,-2.0,2.9,0.3
D2 antag,-6.7,-13.7,3.0,-17.9,-6.9

6	CCCCCCn1c(O)c(C=Nc2c(C)n(C)n(-c3ccccc3)c2=O)c(=O)[nH]c1=O
7	C=CCSc1nc2c(c(-c3ccsc3)c1C#N)CN(C)CC2
8	Cc1ccsc1C(=O)C1CCCN(Cc2cnc(N)nc2)C1 (configuration not stated)
9	O=C(N/N=C1/CN2CCC1CC2)c1cccc(O)c1
10	Clc1ccc2c(c1)C(c1ccccc1Cl)=NCc1nnc(N3CCN(CCOc4ccccc4)CC3)n1-2
Assay by compound,6,7,8,9,10
D1 potentiator,0.1,-6.7,-0.4,-0.9,-10.2
TRHR ag,-1.6,0.1,-0.7,-0.1,-1.1
D2 potentiator,13.7,·,·,-0.7,-35.4
TRHR enhancer,-0.1,-2.4,-0.8,-3.3,13.1
D2 agonist,0.1,·,·,0.1,57.7*
D1 antagonist,-2.8,-2.5,1.8,-6.2,-21.9
D1 agonist,1.5,1.5,-0.2,1.0,39.3*
RXFP1 antagonist,-15.7,-7.3,23.4,-5.2,-12.3
D2 antag,-10.7,·,·,-11.2,64.9*

11	N=c1c[n+](CC23CC4CC(CC(C4)C2)C3)[n-]o1
12	O=C(CN1CC=C(c2ccccc2)CC1)Nc1c(Cl)cccc1Cl
13	Oc1ccc(Br)cc1CN1CCN(c2ccccc2)CC1
14	OC(CNC1CCCCC1)c1ccccc1 (configuration not stated)
15	COc1ccc(C(=O)C2CCCN(C3CSCCSC3)C2)cc1OC (configuration not stated)
Assay by compound,11,12,13,14,15
D1 potentiator,-7.3,-5.8,-0.1,7.6,-3.0
TRHR ag,0.7,0.4,0.8,0.8,-0.7
D2 potentiator,-7.1,-22.9,-27.2,-5.4,-20.2
TRHR enhancer,-2.1,-4.1,5.4,8.9,3.0
D2 agonist,0.1,27.4,-1.3,0.3,0.6
D1 antagonist,4.3,-9.0,2.6,23.4,4.7
D1 agonist,2.8,3.7,2.1,2.6,2.1
RXFP1 antagonist,-2.9,6.3,-3.5,-4.2,-15.0
D2 antag,-11.0,7.2,-4.2,-13.4,-11.5

16	COC(C)(C)CCCC(C)C/C=C/C(C)=C/C(=O)OC(C)C (configuration not stated)
17	N#Cc1cc2c(nc1SCC(=O)Nc1cccc(F)c1)C1CCN2CC1
18	CC(=O)O[C@H]1[C@H]2O[C@]23[C@@H]2CC[C@]4(O)C[C@@H](O)CC[C@]4(C)C2CC[C@]3(C)[C@H]1c1ccc(=O)oc1 (some centres not stated)
19	COc1ccc(Nc2ncc(C(=O)N3CCC4(CC3)OCCO4)c3ccccc23)cc1
20	CC(=O)c1ccc(NC(=O)c2sc3nc4c(cc3c2N)N2CCC4CC2)cc1
Assay by compound,16,17,18,19,20
D1 potentiator,7.5,-3.3,8.4,-4.9,-3.3
TRHR ag,0.2,0.6,-0.3,-0.1,1.7
D2 potentiator,8.6,-7.9,-5.7,-14.7,-1.9
TRHR enhancer,8.4,-0.3,-0.1,-3.0,-3.2
D2 agonist,-0.2,0.3,1.0,0.4,-0.3
D1 antagonist,·,4.7,-16.3,-3.8,4.7
D1 agonist,0.4,3.2,-0.6,0.3,-1.0
RXFP1 antagonist,-11.0,·,·,-2.2,·
D2 antag,-0.3,·,-7.5,-6.0,·

21	CCOCN(C(=O)CCl)c1c(C)cccc1CC
22	CC(C)n1c(O)c(C=NCc2cccnc2)c(=O)[nH]c1=S
23	Cc1cccc(-n2c(O)c(C=NC34CN5CN(CN(C5)C3)C4)c(=O)[nH]c2=O)c1
24	O=C1NC(=O)N(c2ccccc2)C(=O)/C1=C\c1ccc([N+](=O)[O-])s1
25	COc1cc(/C=C/c2nc3ccccc3c(=O)n2-c2ccc(O)cc2)ccc1O
Assay by compound,21,22,23,24,25
D1 potentiator,-6.7,-4.0,-1.1,7.5,0.1
TRHR ag,-0.6,0.2,-0.6,1.9,9.7
D2 potentiator,1.9,-7.2,-7.6,11.7,1.3
TRHR enhancer,13.7,2.9,-3.9,5.5,5.7
D2 agonist,0.6,0.5,2.1,1.3,1.6
D1 antagonist,-3.7,-17.1,-11.8,1.2,-6.4
D1 agonist,4.4,1.6,2.5,6.5,7.0
RXFP1 antagonist,8.3,-5.6,-10.8,-32.4,16.9
D2 antag,5.4,11.0,-15.8,-10.7,-9.3

26	CN1CN(c2cccc([N+](=O)[O-])c2)CN=C1N[N+](=O)[O-]
27	CP(=O)(Nc1ccc(Cl)cc1)c1nc2c(s1)CCCC2 (configuration not stated)
28	COc1ccccc1C(=O)C1CCCN(Cc2cnc(C)s2)C1 (configuration not stated)
29	Cc1ccc(-n2c(/C=C/c3ccc(Br)s3)nc3ccccc3c2=O)cc1
30	O=C(Cc1cccs1)N1CCC2(CC1)OCCO2
Assay by compound,26,27,28,29,30
D1 potentiator,-0.8,-1.2,2.8,0.8,-4.5
TRHR ag,0.5,0.4,0.4,0.0,0.5
D2 potentiator,·,23.9,11.0,11.0,-7.7
TRHR enhancer,4.1,-2.0,2.7,-11.4,15.5
D2 agonist,·,0.5,-0.5,-0.1,0.6
D1 antagonist,-9.1,-21.5,-13.9,4.8,-9.1
D1 agonist,-0.2,4.5,3.2,1.4,2.2
RXFP1 antagonist,6.0,19.8,2.0,-16.2,4.2
D2 antag,·,-7.5,4.1,·,-24.4

31	CCC(c1ccc(C)cc1)N1C(=O)C2C3CCC(O3)C2C1=O (configuration not stated)
32	C=CCn1c(O)c(C(C)=NC2CC2)c(=O)[nH]c1=O
33	O=C(Nc1ccc(Cl)cc1C(=O)c1ccccc1Cl)c1ccco1
34	COC(=O)C1=C(c2ccccc2OCc2ccccc2)C[C@@H]2CC[C@H]1N2C(=O)NCCc1ccc(F)cc1
35	CC1=C(/C=C/c2ccccc2)CCN(C)C1
Assay by compound,31,32,33,34,35
D1 potentiator,-2.6,0.0,-7.0,-5.6,-4.2
TRHR ag,0.0,0.1,0.7,0.8,1.2
D2 potentiator,5.2,-1.1,-0.1,4.1,-20.0
TRHR enhancer,-4.1,3.1,0.9,-6.3,10.9
D2 agonist,0.0,·,-0.2,0.7,0.5
D1 antagonist,12.2,-17.7,-38.8*,-38.9*,-1.4
D1 agonist,0.1,3.5,2.2,2.5,13.6
RXFP1 antagonist,1.7,10.0,-10.1,·,-11.1
D2 antag,-19.2,·,-13.7,0.0,-21.7

# Shown tab-delimited: entries from further up
item	SMILES	D1 potentiator	TRHR ag	D2 potentiator	TRHR enhancer	D2 agonist	D1 antagonist	D1 agonist	RXFP1 antagonist	D2 antag
34	COC(=O)C1=C(c2ccccc2OCc2ccccc2)C[C@@H]2CC[C@H]1N2C(=O)NCCc1ccc(F)cc1	-5.6	0.8	4.1	-6.3	0.7	-38.9*	2.5	·	0.0
33	O=C(Nc1ccc(Cl)cc1C(=O)c1ccccc1Cl)c1ccco1	-7.0	0.7	-0.1	0.9	-0.2	-38.8*	2.2	-10.1	-13.7
31	CCC(c1ccc(C)cc1)N1C(=O)C2C3CCC(O3)C2C1=O (configuration not stated)	-2.6	0.0	5.2	-4.1	0.0	12.2	0.1	1.7	-19.2

# (list continues)
36	O=c1nc(/C=C/c2ccc(Cl)cc2Cl)cc(C(F)(F)F)[nH]1
37	CN1C(=O)/C(=C\N2CCc3ccccc32)C(=O)NC1=S
38	COc1cc2c(cc1OC)C(c1c(O)n(CCc3ccccc3)c(=S)[nH]c1=O)NCC2 (configuration not stated)
39	COc1ccc(-n2c(O)c(C(C)=NC3CC3)c(=O)[nH]c2=O)cc1
40	CCOc1ccc(-n2c(O)c(C=NCCCn3ccnc3)c(=O)[nH]c2=O)cc1
Assay by compound,36,37,38,39,40
D1 potentiator,-4.8,-2.5,-1.2,-5.5,0.5
TRHR ag,-0.1,2.6,1.3,1.4,-0.1
D2 potentiator,0.3,-5.1,-5.9,2.5,6.2
TRHR enhancer,-4.9,-2.5,0.0,-0.5,-1.2
D2 agonist,0.7,1.2,0.9,-2.3,-0.1
D1 antagonist,-5.0,21.9,-0.1,-0.9,0.8
D1 agonist,2.1,4.3,2.2,-0.8,4.0
RXFP1 antagonist,-74.6*,-22.0,-9.7,-17.2,-18.8
D2 antag,2.7,21.9,-2.1,-1.4,-12.8

41	Cc1ccccc1Cn1cccc(C(=O)Nc2cc(Cl)ccc2C#N)c1=O
42	COC(=O)C1=C(c2ccc(OC(F)(F)F)cc2)C[C@@H]2CC[C@H]1N2C(=O)NCCc1ccccc1
43	Cc1cc(S(N)(=O)=O)ccc1N=Cc1c(O)n(-c2ccccc2)c(=O)[nH]c1=O
44	Cc1cc(S(=O)(=O)NCc2ccccc2)ccc1OCC(=O)N1CCN(C)CC1
45	CC12CC[C@H]3[C@@H](CCC4(O)C[C@H](O)CCC34/C=N/NC(=O)c3ccccc3Cl)C1(O)CCC2C1=CC(=O)OC1 (some centres not stated)
46	CC[C@@H](C(N)=O)N1CCCC1=O
47	CC(C)(C)c1ccc(OCC(=O)Nc2ccc(Cl)cc2C(=O)c2ccccc2)cc1
48	O=P(NC(c1ccccc1)c1ccccc1)(Oc1ccccc1)Oc1ccccc1
Assay by compound,41,42,43,44,45,46,47,48
D1 potentiator,-4.2,-3.7,-1.2,-6.2,-2.2,-2.3,-0.2,-4.3
TRHR ag,0.4,1.0,0.9,-0.1,0.5,0.3,-0.3,1.8
D2 potentiator,-11.6,-2.8,-2.5,-10.2,-2.5,-1.0,2.2,-2.2
TRHR enhancer,-2.6,-1.8,8.8,0.9,-0.7,-1.4,-1.3,-2.5
D2 agonist,·,-0.2,1.5,2.1,0.1,-1.1,0.3,3.5
D1 antagonist,-7.3,·,-1.3,-15.3,-7.2,4.2,7.7,-26.8
D1 agonist,5.5,9.0,2.0,1.8,2.8,1.4,-0.1,14.7
RXFP1 antagonist,·,·,-2.0,-1.2,-13.7,·,-6.6,-2.6
D2 antag,·,7.5,-5.4,6.8,-10.5,-14.9,·,-10.7

# Source: PubChem BioAssay

# Not all compounds are listed (hit frequency here may not be typical).
